Bioassay records from PubChem BioAssay.
NSD2 block: inhibitors of human NSD2, primary screen, biochemical, plate reader, single point | inhibition, % at 12.5 µM | NSD2-SET H3K36me1 DELFIA fluorescence | 0.07% of 44,000 active | AID 624260, 2012; in the data active = inhibition above about 54%, passing the limit was not always enough; inconclusive = no clear call, values can overlap the other calls;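 also: inhibitors reduce the monomethyl H3K36 fluorescence signal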
Target sequence (O96028 whole entry, looked up): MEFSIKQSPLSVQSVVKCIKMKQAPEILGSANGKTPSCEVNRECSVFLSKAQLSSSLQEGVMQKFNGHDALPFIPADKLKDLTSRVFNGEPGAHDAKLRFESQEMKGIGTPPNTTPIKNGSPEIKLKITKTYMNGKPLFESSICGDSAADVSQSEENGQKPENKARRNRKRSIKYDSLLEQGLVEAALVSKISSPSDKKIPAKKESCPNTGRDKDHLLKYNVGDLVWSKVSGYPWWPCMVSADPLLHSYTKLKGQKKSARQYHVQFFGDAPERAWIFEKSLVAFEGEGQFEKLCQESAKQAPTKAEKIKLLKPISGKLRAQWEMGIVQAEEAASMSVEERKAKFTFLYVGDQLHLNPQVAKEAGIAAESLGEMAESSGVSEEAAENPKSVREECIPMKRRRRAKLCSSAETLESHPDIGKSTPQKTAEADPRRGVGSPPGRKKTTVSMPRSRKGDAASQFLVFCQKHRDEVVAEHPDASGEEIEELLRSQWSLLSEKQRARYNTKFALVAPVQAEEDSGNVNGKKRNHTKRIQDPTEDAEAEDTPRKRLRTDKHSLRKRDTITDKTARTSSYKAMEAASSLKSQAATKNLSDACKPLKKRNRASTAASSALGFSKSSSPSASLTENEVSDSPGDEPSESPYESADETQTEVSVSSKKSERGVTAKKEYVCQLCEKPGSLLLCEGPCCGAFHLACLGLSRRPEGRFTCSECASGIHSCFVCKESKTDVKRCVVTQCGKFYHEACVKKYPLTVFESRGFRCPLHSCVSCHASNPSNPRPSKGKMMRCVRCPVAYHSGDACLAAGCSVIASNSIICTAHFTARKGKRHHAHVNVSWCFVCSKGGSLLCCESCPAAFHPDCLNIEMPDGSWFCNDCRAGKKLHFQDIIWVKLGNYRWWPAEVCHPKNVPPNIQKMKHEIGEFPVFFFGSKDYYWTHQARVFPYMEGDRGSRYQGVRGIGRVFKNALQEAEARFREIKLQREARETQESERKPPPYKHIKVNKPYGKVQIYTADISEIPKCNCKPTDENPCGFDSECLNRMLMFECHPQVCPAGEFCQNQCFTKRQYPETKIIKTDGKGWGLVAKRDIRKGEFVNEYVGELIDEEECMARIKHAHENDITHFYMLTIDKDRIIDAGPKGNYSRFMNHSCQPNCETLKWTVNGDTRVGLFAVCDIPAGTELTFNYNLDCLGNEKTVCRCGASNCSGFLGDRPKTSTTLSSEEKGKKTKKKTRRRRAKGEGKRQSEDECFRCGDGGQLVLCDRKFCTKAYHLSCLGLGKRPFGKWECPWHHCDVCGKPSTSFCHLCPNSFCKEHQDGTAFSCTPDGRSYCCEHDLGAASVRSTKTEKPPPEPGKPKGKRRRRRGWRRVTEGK
Active calls of the source: *; ? = inconclusive. Not all compounds are listed. The share of hits here may be higher or lower than overall.

SMILES | NSD2 block
C[C@@H]1CN([C@@H](C)CO)C(=O)c2cc(NC(=O)Cn3cnnn3)ccc2O[C@@H]1CN(C)C(=O)Nc1ccc2c(c1)OCO2 | 1
Cc1noc(C)c1S(=O)(=O)Nc1ccc2c(c1)C(=O)N([C@H](C)CO)C[C@@H](C)[C@H](CN(C)C)O2 | -3
COc1ccc(NC(=O)N(C)C[C@@H]2Oc3cc(C#CCC(C)C)ccc3S(=O)(=O)N([C@@H](C)CO)C[C@@H]2C)cc1 | -9
COc1ccccc1NC(=O)N(C)C[C@@H]1Oc2cc(Br)ccc2S(=O)(=O)N([C@H](C)CO)C[C@@H]1C | -2
C[C@@H]1CN([C@H](C)CO)C(=O)c2cc(NS(=O)(=O)c3ccccc3)ccc2O[C@@H](C)CCCCO[C@@H]1CN(C)CC1CCCCC1 | 2
COc1ccc(NC(=O)N(C)C[C@H]2Oc3ccc(NC(=O)C4CC4)cc3CC(=O)N([C@H](C)CO)C[C@@H]2C)cc1 | 3
CCCC#Cc1ccc2c(c1)O[C@H](CN(C)Cc1cccnc1)[C@@H](C)CN([C@@H](C)CO)S2(=O)=O | 1
C[C@H]1CN([C@@H](C)CO)C(=O)c2cc(C3=CCCC3)cnc2O[C@@H]1CN(C)C(=O)c1ccccn1 | -1
C[C@@H]1CN([C@@H](C)CO)C(=O)c2cc(NC(=O)C3CC3)ccc2O[C@H]1CN(C)Cc1ccc(Oc2ccccc2)cc1 | 2
C[C@H]1CN([C@@H](C)CO)S(=O)(=O)c2ccc(-c3cccc(C(=O)N(C)C)c3)cc2O[C@@H]1CN(C)C(=O)Nc1ccc(F)cc1 | 13
C[C@H]1CCCCO[C@H](CN(C)Cc2ccc(C(=O)O)cc2)[C@@H](C)CN([C@@H](C)CO)C(=O)c2cc(NC(=O)Cc3ccccc3)ccc2O1 | -3
CNC[C@@H]1Oc2cc(C#Cc3cccc(F)c3)ccc2S(=O)(=O)N([C@@H](C)CO)C[C@H]1C | -4
C[C@@H]1CN([C@H](C)CO)C(=O)Cc2cc(NC(=O)C3CC3)ccc2O[C@H]1CN(C)S(C)(=O)=O | -5
C[C@H]1CN([C@@H](C)CO)C(=O)c2cccc(NC(=O)Nc3ccc4c(c3)OCO4)c2O[C@H]1CN(C)Cc1ccc(-c2ccccc2)cc1 | 6
COc1ccc(S(=O)(=O)N(C)C[C@@H]2Oc3c(cccc3N(C)C)C(=O)N([C@@H](C)CO)C[C@@H]2C)cc1 | 6
COC(=O)c1c2oc(c1C(=O)OC)C(=O)N[C@@H](Cc1ccccc1)Cn1cc(nn1)CNC(=O)[C@@H](Cc1ccccc1)NC(=O)N[C@@H](CO)CC2 | 13
C[C@H]1CN([C@@H](C)CO)C(=O)c2cc(/C=C/c3ccccc3)cnc2O[C@H]1CN(C)Cc1cccnc1 | 2
COc1c2c(c(C)c3c1C(=O)OC3)OC1(C)CC(O)C3(O)C(C)(C)OC(=O)CCC3(C)C1C2 (stereo not given) | -1
C[C@@H]1CCCCO[C@H](CN(C)Cc2ccc(C(=O)Nc3ccccc3N)cc2)[C@@H](C)CN([C@H](C)CO)C(=O)c2cc(NS(=O)(=O)c3cn(C)cn3)ccc2O1 | 1
Cc1ccc(S(=O)(=O)N(C)C[C@@H]2Oc3c(NC(=O)c4ccncc4)cccc3C(=O)N([C@@H](C)CO)C[C@H]2C)cc1 | -1
CC(C)NC(=O)Nc1ccc2c(c1)C(=O)N([C@@H](C)CO)C[C@H](C)[C@H](CN(C)Cc1ccccc1)O2 | 11
C[C@@H]1CN([C@H](C)CO)C(=O)c2cc(C#CC3(O)CCCC3)cnc2O[C@@H]1CN(C)C(=O)Cc1ccccc1 | -2
C[C@@H]1CN([C@H](C)CO)C(=O)c2cc(NC(=O)NC3CCCCC3)ccc2O[C@@H](C)CCCCO[C@H]1CN(C)Cc1ccncc1 | 10
C[C@@H]1CN([C@H](C)CO)S(=O)(=O)c2ccc(Br)cc2O[C@H]1CN(C)Cc1ccccc1 | 4

For reference, two of the compounds above:
SMILES | NSD2 block
C[C@@H]1CCCCO[C@H](CN(C)Cc2ccc(C(=O)Nc3ccccc3N)cc2)[C@@H](C)CN([C@H](C)CO)C(=O)c2cc(NS(=O)(=O)c3cn(C)cn3)ccc2O1 | 1
Cc1ccc(S(=O)(=O)N(C)C[C@@H]2Oc3c(NC(=O)c4ccncc4)cccc3C(=O)N([C@@H](C)CO)C[C@H]2C)cc1 | -1

(listing goes on)
SMILES | NSD2 block
CN(C)CC(=O)Nc1ccc2c(c1)[C@@H]1C[C@H](CC(=O)NCc3ccccn3)O[C@H](CO)[C@@H]1O2 | -4
C[C@H]1CCCCO[C@@H](CN(C)Cc2ccccc2)[C@@H](C)CN([C@@H](C)CO)C(=O)c2cc(NS(C)(=O)=O)ccc2O1 | ?
CCC(=O)N(C)C[C@@H]1Oc2ncc(-c3ccccc3F)cc2C(=O)N([C@@H](C)CO)C[C@@H]1C | 3
Cc1cc(=O)c2c(O)c3c(O)cc(O)c4c5c(O)cc(O)c6c(O)c7c(=O)cc(C)c8c1c2c(c34)c(c65)c78 | 9
C[C@@H]1CN([C@@H](C)CO)C(=O)c2cc(NC(=O)Nc3ccc(F)cc3)ccc2O[C@@H]1CN(C)Cc1ccc(C(=O)O)cc1 | 2
C[C@@H]1CCCCO[C@H](CN(C)C(=O)Nc2ccc(C(F)(F)F)cc2)[C@H](C)CN([C@@H](C)CO)C(=O)c2cc(NC(=O)Nc3ccc4c(c3)OCO4)ccc2O1 | -3
COc1ccc(S(=O)(=O)Nc2ccc3c(c2)C(=O)N([C@@H](C)CO)C[C@@H](C)[C@H](CN(C)CC2CC2)O3)cc1 | -1
C[C@@H]1CN([C@H](C)CO)C(=O)Cc2cc(NC(=O)Cc3ccccc3)ccc2O[C@@H]1CN(C)Cc1ccccc1 | -3
CC(C)(O)C1Cc2cc(CCc3cc(O)cc(O)c3)ccc2O1 (stereo not given) | 3
C[C@H](CO)N1C[C@H](C)[C@H](CN(C)C(=O)c2ccccc2)Oc2cc(C#CC3(O)CCCC3)ccc2S1(=O)=O | -2
COc1ccc(S(=O)(=O)Nc2ccc3c(c2)CC(=O)N([C@H](C)CO)C[C@H](C)[C@H](CN(C)Cc2ccc(-c4ccccc4)cc2)O3)cc1 | 2
O=C(C[C@H]1CC[C@H](NS(=O)(=O)c2ccccc2F)[C@@H](CO)O1)NCCCN1CCOCC1 | 2
C[C@H]1CN([C@@H](C)CO)C(=O)c2cc(C#CC3(O)CCCC3)cnc2O[C@@H]1CN(C)Cc1ccccc1 | -7
COc1ccc(S(=O)(=O)Nc2cccc3c2O[C@@H](CN(C)C(=O)Nc2c(C)noc2C)[C@@H](C)CN([C@@H](C)CO)C3=O)cc1 | -4
COc1ccc(S(=O)(=O)Nc2ccc3c(c2)C(=O)N([C@H](C)CO)C[C@@H](C)[C@@H](CN(C)CC2CCCCC2)OCCCC[C@H](C)O3)cc1 | -4
C[C@@H]1CCCCO[C@@H](CN(C)C(=O)NC2CCCCC2)[C@H](C)CN([C@@H](C)CO)C(=O)c2cc(NS(=O)(=O)c3cn(C)cn3)ccc2O1 | 0
CC(=O)OCC1=C[C@@H](O)[C@@H]2C=CO[C@@H](OC3OC(CO)C(O)C(O)C3O)[C@H]12 (stereo not given in full) | 4
C[C@@H]1CN([C@H](C)CO)C(=O)c2cccc(NC(=O)C3CCCCC3)c2O[C@@H]1CN(C)Cc1ccc(C(=O)Nc2ccccc2N)cc1 | 2
C[C@H]1CN([C@@H](C)CO)C(=O)c2cccc(NS(=O)(=O)c3cn(C)cn3)c2O[C@@H]1CN(C)Cc1ccc2c(c1)OCO2 | 25
C[C@@H]1CN([C@H](C)CO)S(=O)(=O)c2ccc(C#CC3CC3)cc2O[C@H]1CN(C)C(=O)C1CCCCC1 | -2
CC(C)(C)NC(=S)N1CCSCC1 | -1
C[C@@H]1CN([C@H](C)CO)C(=O)c2cccc(NC(=O)Nc3ccc4c(c3)OCO4)c2O[C@H]1CN(C)S(=O)(=O)c1ccc(Cl)cc1 | 5
C[C@@H]1CN([C@@H](C)CO)C(=O)Cc2cc(NC(=O)Cc3ccccc3)ccc2O[C@H]1CN(C)CC1CCCCC1 | -6
COC(=O)C[C@H]1C[C@@H]2c3cc(N(C)C)ccc3O[C@@H]2[C@@H](CO)O1 | 5
COc1ccc(NC(=O)N(C)C[C@H]2OCCCC[C@@H](C)Oc3ccc(NC(=O)c4ccncc4)cc3C(=O)N([C@H](C)CO)C[C@H]2C)cc1 | 1
COc1ccc(/C=C/C(=O)O[C@@H]2[C@@H](OC(=O)/C=C/c3ccc(OC)cc3)[C@H](C)O[C@@H](O[C@H]3[C@@H]4C=CO[C@@H](O[C@@H]5O[C@H](CO)[C@@H](O)[C@H](O)[C@H]5O)[C@@H]4[C@@]4(CO)O[C@@H]34)[C@@H]2OC(C)=O)cc1 | -1
COCC#Cc1cnc2c(c1)C(=O)N([C@H](C)CO)C[C@H](C)[C@H](CN(C)C(=O)C1CCC1)O2 | 13
COc1ccc(CN(C)C[C@@H]2Oc3ccc(NS(=O)(=O)c4ccc(OC)cc4)cc3C(=O)N([C@@H](C)CO)C[C@@H]2C)cc1 | 1
CS(=O)(=O)Nc1ccc2c(c1)[C@@H]1C[C@H](CC(=O)N3CCCCC3)O[C@@H](CO)[C@@H]1O2 | 0
Cc1ccc(S(=O)(=O)N(C)C[C@H]2Oc3ccc(NC(=O)NC4CCCCC4)cc3CC(=O)N([C@@H](C)CO)C[C@@H]2C)cc1 | 2
Cc1noc(C)c1S(=O)(=O)N(C)C[C@@H]1OCCCC[C@H](C)Oc2ccc(NC(=O)Nc3ccc4c(c3)OCO4)cc2C(=O)N([C@H](C)CO)C[C@H]1C | -3
CC(=O)N(C)C[C@H]1Oc2cc(-c3ccc(C)cc3)ccc2S(=O)(=O)N([C@H](C)CO)C[C@@H]1C | 7
C[C@@H]1CN([C@H](C)CO)S(=O)(=O)c2ccc(C#CC3CC3)cc2O[C@H]1CN(C)C(=O)Cc1ccncc1 | -11
C[C@H]1CN([C@@H](C)CO)C(=O)c2cc(NC(=O)Cn3cnnn3)ccc2O[C@H]1CN(C)Cc1ccc(C(=O)Nc2ccccc2N)cc1 | 6
C[C@@H]1CCCCO[C@@H](CN(C)C)[C@H](C)CN([C@H](C)CO)C(=O)c2cc(NC(=O)Nc3ccc4c(c3)OCO4)ccc2O1 | -164
Cc1oc(S(=O)(=O)N2CCOCC2)cc1-c1nc(-c2ccc(C(C)(C)C)cc2)no1 | -4

2 entries drawn at random from the list so far, as already listed:
SMILES | NSD2 block
COc1ccccc1NC(=O)N(C)C[C@@H]1Oc2cc(Br)ccc2S(=O)(=O)N([C@H](C)CO)C[C@@H]1C | -2
C[C@@H]1CCCCO[C@@H](CN(C)C)[C@H](C)CN([C@H](C)CO)C(=O)c2cc(NC(=O)Nc3ccc4c(c3)OCO4)ccc2O1 | -164

Sorted by value in NSD2 block (falling): 3 of the compounds above
SMILES | NSD2 block
CCC(=O)N(C)C[C@@H]1Oc2ncc(-c3ccccc3F)cc2C(=O)N([C@@H](C)CO)C[C@@H]1C | 3
Cc1noc(C)c1S(=O)(=O)Nc1ccc2c(c1)C(=O)N([C@H](C)CO)C[C@@H](C)[C@H](CN(C)C)O2 | -3
C[C@@H]1CN([C@H](C)CO)C(=O)Cc2cc(NC(=O)C3CC3)ccc2O[C@H]1CN(C)S(C)(=O)=O | -5

Following part
SMILES | NSD2 block
C[C@@H]1CN([C@@H](C)CO)S(=O)(=O)c2ccc(-c3cccc(C#N)c3)cc2O[C@@H]1CN(C)C(=O)C1CC1 | 3
C[C@@H]1CN([C@@H](C)CO)C(=O)c2cccc(N(C)C)c2O[C@@H]1CN(C)CC1CC1 | 3
C[C@H]1CCCCO[C@H](CN(C)C(=O)c2ccccc2)[C@@H](C)CN([C@@H](C)CO)C(=O)c2cc(NS(C)(=O)=O)ccc2O1 | 6
Cc1noc(C)c1NC(=O)Nc1ccc2c(c1)C(=O)N([C@H](C)CO)C[C@H](C)[C@H](CN(C)C(=O)NC1CCCCC1)O2 | 3
COc1ccc(CN(C)C[C@@H]2OCCCC[C@@H](C)Oc3ccc(NS(=O)(=O)c4ccc(F)cc4)cc3C(=O)N([C@H](C)CO)C[C@H]2C)cc1 | 1
C[C@@H]1CN([C@@H](C)CO)C(=O)c2cccc(NC(=O)CCCCCC(=O)Nc3ccccc3N)c2O[C@@H]1CN(C)Cc1ccc(Oc2ccccc2)cc1 | 1
C[C@@H]1CN([C@H](C)CO)C(=O)c2cc(NC(=O)Nc3ccc(C(F)(F)F)cc3)ccc2O[C@@H]1CN(C)S(=O)(=O)c1ccccc1 | -10
C[C@@H]1CN([C@@H](C)CO)C(=O)Cc2cc(NS(=O)(=O)c3ccc(F)cc3)ccc2O[C@H]1CN(C)CC1CC1 | 2
C[C@@H]1CN([C@H](C)CO)C(=O)c2cc(NC(=O)Nc3ccccc3)ccc2O[C@@H]1CN(C)C(=O)NC1CCCCC1 | 5
CNC[C@@H]1Oc2c(NC(=O)c3nc4ccccc4s3)cccc2C(=O)N([C@@H](C)CO)C[C@@H]1C | -21
CCCNC(=O)C[C@H]1C[C@@H]2c3cc(NC(=O)Nc4ccc(F)cc4)ccc3O[C@@H]2[C@@H](CO)O1 | 1
C[C@H](CO)N1C[C@H](C)[C@H](CN(C)C)Oc2ccc(NC(=O)CCN3CCOCC3)cc2C1=O | -1
C[C@H]1CN([C@@H](C)CO)C(=O)CCCn2cc(nn2)CO[C@H]1CN(C)Cc1ccc2c(c1)OCCN2C | 0
C[C@H](CO)N1C[C@H](C)[C@H](CN(C)C(=O)Nc2ccccc2)Oc2ccc(NC(=O)Nc3ccc4c(c3)OCO4)cc2C1=O | -3
Cc1noc(C)c1S(=O)(=O)Nc1cccc2c1O[C@@H](CN(C)Cc1ccc(C(F)(F)F)cc1)[C@@H](C)CN([C@H](C)CO)C2=O | -2
COc1ccc(NC(=O)N(C)C[C@@H]2Oc3ccc(NS(=O)(=O)c4cn(C)cn4)cc3CC(=O)N([C@H](C)CO)C[C@@H]2C)cc1 | -2
